# S1P4 antag – antagonists of human S1P4 receptor. O95977. S1P4-expressing cells, antagonist mode, reporter read-out. inhibition, % at 4.98 µM. hit rate 0.26% among 220,000. AID 1510; in the data active = inhibition above about 29%;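 also: 0% = wells stimulated with agonist and 100% = vehicle wells without agonist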
# NPY1 pot ag – potentiators or agonists of human neuropeptide Y receptor Y1; P25929; NPY-Y1 expressing cells, potentiator/agonist activation; activation, % at 3.6 µM; hit rate 0.37% among 220,000; in the data active = activation above about 33%, passing the limit was not always enough;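 also: cells stimulated with NPY at EC10 then isoproterenol at EC100; 0% = low agonist plus stimulus and 100% = saturating agonist plus stimulus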
# p97 ATPase inh – human p97 ATPase inhibition; P55072; recombinant p97 ATPase, Kinase-Glo ATP luminescence, 3 h; inhibition, % at 8 µM; hit rate 0.42% among 220,000; in the data active = inhibition above about 15%;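 also: 0% = DMSO vehicle and 100% = wells lacking enzyme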
# S1P4 agonist – human S1P4 receptor agonism | hit rate 0.35% among 220,000 | activation, % at 4.98 µM | S1P4-expressing cell line, agonist reporter assay; in the data active = activation above about 11%;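 also: 0% = DMSO vehicle and 100% = reference agonist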
# NPY-Y2 PAM-ag – human NPY-Y2 potentiation or agonism, primary screen; AID 1359; hit rate 0.45% among 220,000; P49146; cells expressing NPY-Y2, potentiator/agonist read-out; activation, % at 3.6 µM; in the data active = activation above about 27%;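 also: cells stimulated with NPY near EC25 plus isoproterenol at EC100; 0% = vehicle plus submaximal agonist and 100% = vehicle plus saturating agonist; some results beyond the cut were filed as inactive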
# EP2 antag – EP2 receptor (human) inhibition; C6 glioma cells expressing human EP2, cAMP TR-FRET; cells stimulated with saturating PGE2; inhibition, % at 25 µM; hit rate 0.52% among 260,000; P43116;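 active = percent inhibition above 40 after rounding to a whole number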;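 also: rat C6 glioma host cells with rolipram phosphodiesterase inhibitor present; the protocol text gives 20 µM as final concentration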
# EP2 modulator – modulates human prostaglandin E2 receptor EP2 signaling; AID 940; hit rate 0.83% among 260,000; P43116; induction, % at 25 µM; EP2-expressing cells, cAMP HTRF FRET, PGE2 co-stimulation;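 active = compounds whose cAMP rise, as percent of the full-agonist control response, exceeds 60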;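 also: rat C6 glioma line stably carrying human EP2 under a CMV promoter; the protocol text gives 20 µM as final concentration; 100% = response of wells given 1 µM PGE2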
# eIF4E 4G PPI – blocks eIF4E binding to eIF4G. TR-FRET eIF4E-eIF4GI(517-606) binding, 2 h. inhibition, % at 21.7 µM. P63073+Q04637. hit rate 0.37% among 220,000;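 active = inhibition above about 30%, limit read from the data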;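 also: 0% = full FRET control wells and 100% = background wells lacking eIF4GI fragment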
# Target sequence (P63073 whole entry, looked up, the tested form may be a part): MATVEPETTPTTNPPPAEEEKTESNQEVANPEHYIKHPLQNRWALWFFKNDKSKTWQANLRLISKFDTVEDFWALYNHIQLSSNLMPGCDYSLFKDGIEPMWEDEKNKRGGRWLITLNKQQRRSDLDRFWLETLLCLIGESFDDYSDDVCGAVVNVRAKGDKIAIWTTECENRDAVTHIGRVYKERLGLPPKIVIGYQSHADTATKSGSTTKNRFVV
# Target sequence (Q04637 whole entry, looked up, the tested form may be a part): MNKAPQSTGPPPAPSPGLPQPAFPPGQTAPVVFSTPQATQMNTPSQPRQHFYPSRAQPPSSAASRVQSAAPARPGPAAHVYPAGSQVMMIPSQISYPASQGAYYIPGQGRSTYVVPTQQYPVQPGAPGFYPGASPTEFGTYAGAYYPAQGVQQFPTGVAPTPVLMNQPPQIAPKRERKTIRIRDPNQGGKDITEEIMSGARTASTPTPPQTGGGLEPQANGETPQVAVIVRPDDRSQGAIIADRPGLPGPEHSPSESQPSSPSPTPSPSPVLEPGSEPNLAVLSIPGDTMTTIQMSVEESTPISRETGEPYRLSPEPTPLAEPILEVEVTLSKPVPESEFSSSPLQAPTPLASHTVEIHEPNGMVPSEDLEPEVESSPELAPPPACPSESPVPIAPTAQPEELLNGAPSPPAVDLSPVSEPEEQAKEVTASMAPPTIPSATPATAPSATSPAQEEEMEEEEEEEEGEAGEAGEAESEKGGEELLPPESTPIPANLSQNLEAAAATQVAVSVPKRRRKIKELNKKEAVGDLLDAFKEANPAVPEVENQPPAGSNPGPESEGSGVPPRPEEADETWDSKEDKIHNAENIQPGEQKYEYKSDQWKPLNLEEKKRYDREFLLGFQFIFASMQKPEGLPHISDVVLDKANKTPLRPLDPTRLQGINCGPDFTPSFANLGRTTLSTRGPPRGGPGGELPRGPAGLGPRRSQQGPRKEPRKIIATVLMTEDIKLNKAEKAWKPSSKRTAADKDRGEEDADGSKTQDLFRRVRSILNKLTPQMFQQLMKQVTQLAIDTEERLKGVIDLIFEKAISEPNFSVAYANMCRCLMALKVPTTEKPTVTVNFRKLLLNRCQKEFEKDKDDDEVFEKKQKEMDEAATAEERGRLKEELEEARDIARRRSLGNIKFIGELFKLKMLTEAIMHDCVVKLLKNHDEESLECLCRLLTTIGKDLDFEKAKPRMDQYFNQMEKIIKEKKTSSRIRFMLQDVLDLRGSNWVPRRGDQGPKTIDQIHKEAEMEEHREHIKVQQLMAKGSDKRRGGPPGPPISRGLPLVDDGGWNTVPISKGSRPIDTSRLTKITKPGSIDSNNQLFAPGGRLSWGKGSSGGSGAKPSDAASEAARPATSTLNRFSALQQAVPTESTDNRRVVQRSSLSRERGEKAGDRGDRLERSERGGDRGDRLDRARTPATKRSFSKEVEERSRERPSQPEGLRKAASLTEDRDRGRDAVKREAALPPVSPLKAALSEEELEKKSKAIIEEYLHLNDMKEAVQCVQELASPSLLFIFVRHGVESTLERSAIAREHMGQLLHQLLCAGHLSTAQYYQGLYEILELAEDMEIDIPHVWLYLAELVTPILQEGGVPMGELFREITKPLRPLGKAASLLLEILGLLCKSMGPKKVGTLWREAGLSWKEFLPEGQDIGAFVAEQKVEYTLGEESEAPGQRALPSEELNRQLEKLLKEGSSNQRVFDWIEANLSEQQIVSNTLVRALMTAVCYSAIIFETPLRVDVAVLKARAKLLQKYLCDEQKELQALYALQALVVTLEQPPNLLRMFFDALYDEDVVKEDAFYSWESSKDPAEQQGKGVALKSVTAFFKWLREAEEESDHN
# NPY Y1 blocker – antagonists of human neuropeptide Y receptor Y1; P25929; HEK293-CNG Y1 cells, membrane potential fluorescence; NPY at EC95, then isoproterenol; inhibition, % at 3.6 µM; hit rate 1% among 200,000;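 active = inhibition above the campaign mean inhibition of all tested compounds plus 3 SD, cut at about 20% in these data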;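 also: 0% = DMSO wells given NPY plus isoproterenol and 100% = isoproterenol alone without NPY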
#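 Test system – HEK293 Y1/CNG channel cell line · Also added – NPY agonist 25 nM, then isoproterenol 1 µM plus Ro 20-1724 25 µM · Compound dosing – one concentration, 3.6 µM, in 0.4% DMSO · Schedule – compound incubation 1 h at room temperature, readout 45 min post-stimulation · Technique – fluorescence, membrane potential probe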
# Numbers without * were called inactive; nt = not tested or not shown; & = joins results of further samples; [ ] = remark or other dose.
cpd	Structure	S1P4 antag	NPY1 pot ag	p97 ATPase inh	S1P4 agonist	NPY-Y2 PAM-ag
1	O=C(CSc1nc(O)cc(=O)n1-c1ccccc1)N1CCCCC1	-9	-28	-2	0.4	-12
2	Cc1ccc(CNC(=O)CCC2CCCN(Cc3cc4ccccc4o3)C2)o1 (stereo not given)	-116	3	-1	-1.0	-16
3	COC(=O)c1cc(OC)c(OC)cc1NC(=O)c1cc(OC)cc(OC)c1	-19	1	3	-0.3	4
4	COC(=O)CCC(=O)NS(=O)(=O)c1ccc(N=NN2CCOCC2)cc1	-8	-2	8	0.6	11
5	CCOC(=O)C1CCN(c2nc3ccccc3n2CC(=O)c2ccccc2)CC1	-25	22	-5	2.5	17
6	CCCc1n(CC)c2ccccc2[n+]1CC(O)COC1CCCCC1 (stereo not given)	-11	-15	-1	0.8	-16
7	CC(C)OC(=O)C1C(=O)CC(C)(O)C(C(=O)OC(C)C)C1c1cccc([N+](=O)[O-])c1 (stereo not given)	3	3	5	0.6	-25
8	O=C(O)c1cc2nc(-c3cccs3)cc(C(F)(F)F)n2n1	10	22	6	2.0	-2
9	C=CCOc1c2ccc(C(=O)NCc3ccc(OC)cc3)cc2nn1C	-14	0	2	-1.1	8
10	CCOC(=O)CN1CC23C=CC(O2)C(C(=O)N2CCN(c4ccc(F)cc4)CC2)C3C1=O (stereo not given)	-16	-3	3	-0.4	11
11	CC1=N/C(=C\c2ccc([N+](=O)[O-])cc2)C(=O)N1c1ccc(Br)c(C)c1	-11	18	2	5.3	12
12	N#Cc1nc(-c2ccc(Cl)cc2)oc1NCCc1ccccn1	-1	4	1	-2.7	13
13	COC(=O)c1noc(C)c1-c1ccnn1C(=O)c1ccc(Cl)cc1	16	-1	2	0.5	8
14	CSc1cccc(CN2CCN(CCc3ccccc3)C(CCO)C2)c1 (stereo not given)	-11	-2	1	-1.1	4
15	Cc1ccc(C(=O)N/C(=C\c2cccs2)C(=O)NCc2ccncc2)cc1	-5	3	4	2.1	-19

cpd	EP2 antag	EP2 modulator	eIF4E 4G PPI	NPY Y1 blocker
1	5	18	6	-7
2	10	-10	-8	nt
3	7	31	-1	0
4	6	35	3	2
5	7	-4	2	-5
6	1	-1	4	9
7	10	33	-1	5
8	2	-1	25	1
9	9	30	8	-4
10	10	-5	-7[fluorescence artefact?]	-3
11	11	13	2	-1
12	16	-27	2	3
13	10	3	4	nt
14	4	-12	-2	4
15	11	9	-1	-4

# The listing continues.
cpd	Structure	S1P4 antag	NPY1 pot ag	p97 ATPase inh	S1P4 agonist	NPY-Y2 PAM-ag
16	Cn1nnnc1SCC(=O)NC1CCCc2ccccc21 (stereo not given)	-2	3	0	0.2	14
17	Cn1nnc(NC(=O)c2cccc(OCc3ccccc3)c2)n1	-20	5	-4	0.7	-24
18	Cc1nn(-c2ccccc2)c(C)c1NC(=O)CCl	-20	-24	-4	0.7	-3
19	COc1ccccc1N1CCN(Cc2cc(=O)n3ccsc3n2)CC1	-3	2	16*	0.9	9
20	Cc1ccc(-n2cc(CNCCCN3CCCC3=O)c(-c3ccc(F)cc3)n2)cc1	1	-9	0	0.6	-28
21	COC1=C/C(=C/c2c(O)c(C#N)c3ccccn23)C=CC1=O	16	-24	-8	1.1	-5
22	O=C(COC(=O)c1cccc(S(=O)(=O)N2CCCCC2)c1)NC1CCCc2ccccc21 (stereo not given)	-13	-4	2	1.8	0
23	CCOC(=O)C1CCN(c2nc(-c3ccc(C)cc3)nc3ccccc23)CC1	5	-9	-1	-1.7	-14
24	COC(=O)COc1ccc2cccc(-n3cnnn3)c2c1	-26	-2	-3	2.5	-6
25	CCOC(=O)CNC(=S)N(Cc1ccccc1)Cc1cccs1	10	-8	1	0.7	-13
26	CCN(CC(=O)NC(C)C)C(=O)Cc1ccc(C)c(C)c1	-11	16	1	2.4	0
27	CCOC(=O)Cc1csc(NC(=O)c2ccc(C)o2)n1	4	-8	2	0.2	13
28	CCOC(=O)c1ccc(NC(=O)CCc2c(C)nc3ncnn3c2C)cc1	-10	-24	2	-4.2	5
29	Cc1onc(-c2ccccc2Cl)c1C(=O)NNC(=O)c1nn(C)cc1Cl	-9	-12	2	-1.1	-18
30	CCNC(=S)NNC(=O)c1cc(-c2ccccc2C)nc2ccccc12	-12	-16	4	3.0	2

cpd	EP2 antag	EP2 modulator	eIF4E 4G PPI	NPY Y1 blocker
16	8	7	2	2
17	7	11	-5[fluorescence artefact?]	1
18	7	3	3	1
19	0	25	2	-1
20	3	-17	-4	7
21	11	-29	-4	nt
22	7	4	1[fluorescence artefact?]	3
23	6	33	-1	0
24	10	-6	0	-3
25	3	60	7	-3
26	7	33	3	2
27	11	-3	7	-4
28	5	-4	-6	0
29	5	15	2	-1
30	5	14	1	2

# Other entries follow.
cpd	Structure	S1P4 antag	NPY1 pot ag	p97 ATPase inh	S1P4 agonist	NPY-Y2 PAM-ag
31	COc1ccc(N2CCN(C(=O)CNS(=O)(=O)c3ccc(C)c(C)c3)CC2)cc1	-5	6	1	0.3	3
32	COC(=O)COc1ccc(S(=O)(=O)N2CCN(c3ccccc3F)CC2)cc1C	35*	37	-8	0.1	7
33	CCOC(CNC(=O)c1ccc2nc(N3CCC(C)CC3)sc2c1)OCC	-8	-3	-5	1.2	4
34	COCC(=O)Nc1nnc(COc2ccc(Cl)cc2)s1	-17	-5	2	1.2	2
35	CCN1CCN(c2nc3ccccc3nc2C(C#N)C(=O)OCc2ccccc2)CC1 (stereo not given)	-10	40*	-4	0.9	20
36	O=C(O)c1ccccc1NC(=S)NC(=O)c1cccc2ccccc12	0	-3	5	2.0	-7
37	COC(=O)C1(C(C[N+](=O)[O-])c2ccco2)C(=O)NCC1c1ccccc1 (stereo not given)	7	8	1	0.4	5
38	CCC1CCCCN1C(=O)Cn1c(C(=O)OC)cc2sc(Cl)cc21 (stereo not given)	-2	-16	2	-1.0	8
39	CCN(CC)c1ccc(NC(=O)Cn2cc3c(n2)CCC(C)C3)c(C)c1 (stereo not given)	-6	-6	-8	0.7	3
40	Cn1c(=O)c2c(SCc3ccccn3)nc(C3CC3)nc2n(C)c1=O	4	-2	2	-1.7	-15
41	CCC(C)N1CC23C=CC(O2)C(C(=O)OC)C3C1=O (stereo not given)	-10	0	0	0.0	-7
42	Cc1c(O)nc(SCC(=O)Nc2ccc3c4c(cccc24)CC3)n(-c2ccccc2)c1=O	0	-11	1	0.3	-8
43	COc1ccc(OCc2cc(C(=O)O)c(C)o2)cc1	-3	2	0	-1.4	7
44	Cc1ccc(C(=O)COC(=O)CNC(=O)c2cccs2)cc1	-1	15	2	0.9	9
45	CCOc1cc(/C=C2/NC(=O)N(CC(=O)OC)C2=O)ccc1O	-15	-1	1	0.4	-1

cpd	EP2 antag	EP2 modulator	eIF4E 4G PPI	NPY Y1 blocker
31	5	-7	11	-4
32	9	-12	5	-4
33	5	4	1	1
34	11&11	-11&-3	-4	-1
35	15	-7	10[fluorescence artefact?]	-3
36	8	-23	-4	5
37	9	-10	4	nt
38	1	1	0[fluorescence artefact?]	7
39	5	-5	-1	0
40	9	27	-2	0
41	5&9	-2&-19	2	1
42	7	5	6	-1
43	11	0	4	nt
44	6&7	-4&8	0	0
45	4	4	1	-2

# Arranged by the number under EP2 modulator (ascending): three of the compounds above
item | canonical_smiles | S1P4 antag | NPY1 pot ag | p97 ATPase inh | S1P4 agonist | NPY-Y2 PAM-ag | EP2 modulator | eIF4E 4G PPI | NPY Y1 blocker
37 | COC(=O)C1(C(C[N+](=O)[O-])c2ccco2)C(=O)NCC1c1ccccc1 (stereo not given) | 7 | 8 | 1 | 0.4 | 5 | -10 | 4 | nt
31 | COc1ccc(N2CCN(C(=O)CNS(=O)(=O)c3ccc(C)c(C)c3)CC2)cc1 | -5 | 6 | 1 | 0.3 | 3 | -7 | 11 | -4
45 | CCOc1cc(/C=C2/NC(=O)N(CC(=O)OC)C2=O)ccc1O | -15 | -1 | 1 | 0.4 | -1 | 4 | 1 | -2

# The main list resumes; the two compounds before the break are reprinted first.
cpd	Structure	S1P4 antag	NPY1 pot ag	p97 ATPase inh	S1P4 agonist	NPY-Y2 PAM-ag
44	Cc1ccc(C(=O)COC(=O)CNC(=O)c2cccs2)cc1	-1	15	2	0.9	9
45	CCOc1cc(/C=C2/NC(=O)N(CC(=O)OC)C2=O)ccc1O	-15	-1	1	0.4	-1
46	Cc1c(C(=O)O)cccc1-c1ccc(/C=C2/NC(=O)N(c3ccccc3)C2=O)o1	-20	-5	5	0.4	2
47	CN(C)CCN(C(=O)CCc1ccccc1)c1nc2c(F)cc(F)cc2s1	-5	-8	3	-0.6	0
48	Cc1cc(C(=O)OCC(N)=O)c(C)n1-c1ccccc1	-9	2	6	1.4	7
49	CCCC(=O)C1=C(N2CCCC2)CC(C)(C)C(C(=O)OC)C1=O (stereo not given)	0	19	12	-0.9	3
50	Cc1cc(NCCCN)nc(-c2ccccc2O)n1	17	-13	-1	-3.2	25
51	CCSc1nc2ccccc2n1C(=O)Oc1ccccc1	-17	-2	0	2.5	-6
52	COc1ccccc1N(C(=O)CNC(=O)c1ccco1)C(C(=O)NC1CCCC1)c1ccncc1 (stereo not given)	-3	13	4	-2.0	9
53	N=C1C(c2nc3ccccc3s2)=C(O)CN1c1ccccc1	14	-3	3	-0.1	-7
54	COC(=O)Cc1[nH]nc2c1C(c1cccc(OC)c1OC)C(C#N)=C(N)O2 (stereo not given)	-3	-11	5	-0.3	-5
55	CC(=O)c1c(C)[nH]c(C(=O)Nc2ccccc2N2CCOCC2)c1C	7	-9	4	0.7	17
56	CN(Cc1cccs1)C(=O)Cn1cnc2cc([N+](=O)[O-])ccc2c1=O	-2	-8	6	1.4	1
57	Cc1c(C(=O)O)sc2nc3n(c(=O)c12)CCC3	6	18	0	-1.3	-1
58	CC(=O)N/C(=C\c1ccc(F)cc1)C(=O)NC(Cc1c[nH]c2ccccc12)C(=O)O (stereo not given)	-13	5	6	4.7	3

cpd	EP2 antag	EP2 modulator	eIF4E 4G PPI	NPY Y1 blocker
44	6&7	-4&8	0	0
45	4	4	1	-2
46	8	22	-1	0
47	2	14	3	7
48	1	40	3	-2
49	6	2	3	nt
50	6	-21	1[fluorescence artefact?]	-6
51	9	56	6[fluorescence artefact?]	-2
52	15	19	1	1
53	13&3	-108&-56	3	1
54	10&14	-46&7	-12	-1
55	7	18	0	-5
56	0	0	3	7
57	6	8	5	1
58	2	8	7	-3

# Complete entries from above:
# COc1ccccc1N(C(=O)CNC(=O)c1ccco1)C(C(=O)NC1CCCC1)c1ccncc1 (stereo not given) is listed with S1P4 antag = -3; NPY1 pot ag = 13; p97 ATPase inh = 4; S1P4 agonist = -2.0; NPY-Y2 PAM-ag = 9; EP2 antag = 15; EP2 modulator = 19; eIF4E 4G PPI = 1; NPY Y1 blocker = 1
# Cc1cc(NCCCN)nc(-c2ccccc2O)n1 is listed with S1P4 antag = 17; NPY1 pot ag = -13; p97 ATPase inh = -1; S1P4 agonist = -3.2; NPY-Y2 PAM-ag = 25; EP2 antag = 6; EP2 modulator = -21; eIF4E 4G PPI = 1[fluorescence artefact?]; NPY Y1 blocker = -6
# CCSc1nc2ccccc2n1C(=O)Oc1ccccc1 is listed with S1P4 antag = -17; NPY1 pot ag = -2; p97 ATPase inh = 0; S1P4 agonist = 2.5; NPY-Y2 PAM-ag = -6; EP2 antag = 9; EP2 modulator = 56; eIF4E 4G PPI = 6[fluorescence artefact?]; NPY Y1 blocker = -2

# Screening data: PubChem BioAssay, several laboratories

# The list is partial; the hit share may differ from the screen's.
